# High-throughput results deposited in PubChem by National Center for Advancing Translational Sciences (NCATS).
# PI5P4K alpha inh – PI5P4K alpha (human) kinase inhibition. P48426. max response, %. PI5P4Kalpha enzyme, ADP-Glo luminescence, 60 min; stronger effect = lower value. hit rate 1.2% among 330,000; active means max response of -50% or lower; inconclusive means between -30% and -50%; inactive means -30% or higher; further: value at the top dose of about 77 µM; on the % scale 0 is the no-effect control and ±100 the full control effect
# Target sequence (P48426 whole entry, looked up): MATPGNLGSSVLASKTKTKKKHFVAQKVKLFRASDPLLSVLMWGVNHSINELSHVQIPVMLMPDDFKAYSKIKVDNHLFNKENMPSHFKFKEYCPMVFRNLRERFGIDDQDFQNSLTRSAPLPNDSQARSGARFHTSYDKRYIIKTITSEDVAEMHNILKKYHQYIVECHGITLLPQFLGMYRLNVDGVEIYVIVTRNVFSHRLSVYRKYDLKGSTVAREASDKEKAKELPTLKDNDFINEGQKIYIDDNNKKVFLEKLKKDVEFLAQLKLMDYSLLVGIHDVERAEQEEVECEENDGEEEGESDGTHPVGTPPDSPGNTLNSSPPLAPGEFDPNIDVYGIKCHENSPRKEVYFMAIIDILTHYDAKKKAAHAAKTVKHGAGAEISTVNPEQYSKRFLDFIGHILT
#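 PI5P4Kalpha ADP-Glo assay; 5 microM ATP final; 60 min RT reaction; HEPES pH 7.4/EGTA/CHAPS, 5% DMSO; controls lacking substrate or enzyme; luminescent end-point.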
# CCT modulator – changes cytosolic chaperonin activity; purified chaperonin ATPase assay, HTRF ADP detection, 30 min; activity change, % (concentration not given with the values), hits read low; hit rate 0.3% among 360,000; AID 651819; in the data active means activity change below about -30%; further: on the % scale 0 is the no-effect control and ±100 the full control effect
#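 Nucleotide hydrolysis assay: TRiC at 20–40 nM final (set by batch activity) with 10 uM ATP, 30 min at 37 °C, in presence of 76 uM compound. Detection by competitive ADP HTRF, 30 min ambient.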
# EPAC1 ag – activates human EPAC1 exchange factor | EPAC1 agonist qHTS, biochemical assay; response scale: 100% = response to 6.5 mM cAMP | hit rate 0.073% among 360,000 | Potency, µM (titrated, usually from 154 µM), for the others: top-dose activation, actives largely listed as activators | O95398 | AID 720707; further: potency means the concentration at half of the fitted maximal effect; nearly all actives have a fitted effect of over 60% in size
#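 Nucleotide exchange assay: 100 nM EPAC1 with 250 nM Rap1B loaded with BODIPY-GDP and 50 uM GDP, room temperature. Fluorescence (480/540 nm) read every 5 min for 30 min; signal change normalized to 6.5 mM cAMP as full agonist.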
# PLK1 PBD inh – PLK1 (human) polo-box domain binding inhibition. P53350. Plk1 PBD binding of FITC phosphopeptide, fluorescence polarization. Potency, µM, without a hit: max response, negative = inhibition, usual class: inhibitors. hit rate 2.8% among 360,000; further: potency means the concentration at half of the fitted maximal effect; series mostly up to about 57 µM; on the % scale 0 is the no-effect control and ±100 the full control effect; nearly all actives have a fitted effect of over 65% in size
# Target sequence (P53350 whole entry, looked up, the tested form may be a part): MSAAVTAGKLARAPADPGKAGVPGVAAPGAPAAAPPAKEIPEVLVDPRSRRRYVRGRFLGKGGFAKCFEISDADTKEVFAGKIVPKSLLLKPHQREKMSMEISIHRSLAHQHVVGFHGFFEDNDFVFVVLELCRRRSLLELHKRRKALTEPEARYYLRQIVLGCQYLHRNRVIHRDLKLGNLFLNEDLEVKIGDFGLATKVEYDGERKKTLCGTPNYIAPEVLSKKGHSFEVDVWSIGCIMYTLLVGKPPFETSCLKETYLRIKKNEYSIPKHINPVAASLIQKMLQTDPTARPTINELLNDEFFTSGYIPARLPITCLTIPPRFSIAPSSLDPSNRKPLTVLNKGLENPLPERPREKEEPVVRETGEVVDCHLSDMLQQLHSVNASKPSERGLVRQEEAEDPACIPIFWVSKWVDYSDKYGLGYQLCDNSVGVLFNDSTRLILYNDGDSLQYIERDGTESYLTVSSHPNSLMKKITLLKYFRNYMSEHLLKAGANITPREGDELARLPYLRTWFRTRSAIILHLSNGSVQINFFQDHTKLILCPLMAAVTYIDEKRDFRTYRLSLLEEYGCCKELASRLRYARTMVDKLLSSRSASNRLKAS
# EPAC2 ag – agonists of human EPAC2 (RAPGEF4) | Q8WZA2 | EPAC2 activation, biochemical qHTS; response scale: 100% = 6.5 mM cAMP response | Potency, µM (titrated, usually from 154 µM), without a hit: at the highest dose activation, actives largely listed as activators | hit rate 0.079% among 360,000; further: potency means the concentration at half of the fitted maximal effect; nearly all actives have a fitted effect of over 50% in size
#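 Nucleotide exchange monitored as fluorescence drop when BODIPY-GDP leaves Rap1B. Reaction: 100 nM EPAC2, 250 nM RAP1B-BODIPY-GDP, 50 uM GDP, room temperature, kinetic read over 30 min. Activity expressed relative to 6.5 mM cAMP.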
# WRN helicase inh – blocks human WRN helicase. Q14191. WRN helicase unwinding, fluorescent forked duplex, kinetic. Potency, µM (doses to about 114 µM), without a hit: top-dose activity change, negative = inhibition, usual class: inhibitors. hit rate 0.46% among 360,000. AID 651768; further: potency means the concentration at half of the fitted maximal effect; on the % scale 0 is the no-effect control and ±100 the full control effect; nearly all actives have a fitted effect of over 55% in size
#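 Screening of the MLSMR collection measured strand separation of a quenched forked DNA duplex (100 nM) by 20 nM WRN with 2 mM ATP, all final. Compounds were preincubated with enzyme 15 min at room temperature.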
# IL2 activator – activators of IL-2; IL-2 activation reporter assay, cell-based qHTS; stimulated with anti-CD3/CD4/CD28 beads; in transgenic mouse T cells; activation, % (series mostly up to about 46 µM); hit rate 0.065% among 360,000; AID 652025; in the data active means activation above about 50%; inconclusive means mostly about 30% to 49%; further: 0% is about no effect
#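 First, unstimulated transgenic mouse T cells were exposed to compound for 60 min. Next, anti-CD3/anti-CD4-coated beads with anti-CD28 were added. Finally, after 18 h at 37 degrees C, EGFP and DsRed were imaged.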
# EPAC1 antagonist – EPAC1 (human) antagonism | Potency, µM (series often up to 115 µM), for inactives: at the top dose activity change, negative = inhibition, most hits filed as inhibitors | hit rate 0.14% among 360,000 | AID 720709 | EPAC1 GEF assay, Rap1b-BODIPY-GDP exchange fluorescence | O95398;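 further: potency means the concentration at half of the fitted maximal effect; plate controls were vehicle for no effect and positive control for full effect; nearly all actives have a fitted effect of over 50% in size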
# An asterisk follows results filed as active; ? = inconclusive; nt = no result given; [ ] = dose if it differs, or a comment. Unless noted, the call rests on the fitted dose curve; in most records, active means well fitted curve in the direction sought with a large enough effect; inconclusive means small, poorly fitted or top-dose-only effect, or another doubt; inactive means no such curve, though single readings can be large; an effect the other way counts as inactive or inconclusive. The list is partial; rates above refer to the full screens.
SMILES,PI5P4K alpha inh,CCT modulator,EPAC1 ag,PLK1 PBD inh,EPAC2 ag,WRN helicase inh,IL2 activator,EPAC1 antagonist
CN(C)P(=O)(N(C)C)N1CC1,6.5,-1.7,-4.6%,2.8%,5.6%,2.3%,0.9,2.1%
Cc1cnc[nH]1,1.3,-2.4,-3.1%,-9.8%,16.8%,11.9%,0.0,-26.4%
CC1(C)c2[nH]c3ccccc3c2C[C@@H]2C(=O)N(Cc3ccccc3F)C(=O)N21,nt,nt,2.1%,nt,?,nt,0.2,-11.1%
Cc1cc(C)[n+](CCCC[n+]2c(C)cc(C)cc2C)c(C)c1,2.5,-1.6,4.4%,-5.8%,6.1%,-15.5%,-1.6,-0.5%
C[N+](C)(C)CCc1ccc(O)cc1,-2.6,0.4,-13.2%,-11.8%,4.3%,-3.8%,-0.5,-6.1%
CSCCC(c1nnnn1-c1ccc2c(c1)OCCO2)N1CCC(n2c(=O)[nH]c3ccccc32)CC1 (stereo not drawn),0.6,-0.8,13.1%,0.8%,16.2%,-11.0%,-0.7,-25.6%
COC(=O)C1=C(c2ccc(Cl)c(C(F)(F)F)c2)C[C@@H]2CC[C@H]1N2C(=O)NC(C)C,-1.2,-2.6,5.3%,-9.5%,4.3%,4.7%,0.3,-13.2%
COc1cccc(C2CC3C(=O)C=CC2N3Cc2ccccc2)c1 (stereo not drawn),-6.8,-2.3,12.7%,-18.5%,?,-32.4%[57.1 µM],0.9,12.9%
Cn1c(=O)cc(OCC(=O)N2CCN(C3CCCCC3)CC2)c2ccccc21,3.0,0.4,10.1%,-9.8%,11.8%,-1.5%,-2.2,1.9%
COc1ccc(C2CC(c3c(O)n(CCc4ccccc4)c(=O)[nH]c3=O)=NN2)cc1OC (stereo not drawn),?,0.7,1.8%,-12.7%,4.5%,-19.9%,0.5,?
CC(C)(C)c1ccc(CSc2cnn(C(C)(C)C)c(=O)c2Cl)cc1,1.6,-17.3,4.6%,-12.4%,10.7%,-3.4%,-4.7,-9.0%
CCOCCN1CCC(OC(C)=O)C(C)C1 (stereo not drawn),2.5,-0.4,-11.4%,-5.5%,6.5%,-4.1%,0.0,0.0%
COC(=O)C1=C(c2ccc(F)cc2F)C[C@@H]2CC[C@H]1N2C(=O)NC1Cc2ccccc2C1,-84.4*,-10.8,6.0%,-13.5%,12.4%,-4.0%,-0.4,-12.7%
CC/C(CC(c1ccccc1)c1c(O)c2ccccc2oc1=O)=N\NC(N)=S (stereo not drawn),6.4,-3.1,7.2%,-8.2%,1.5%,-22.4%,0.1,10.8%
OCC(Cl)CCl (stereo not drawn),0.5,-0.5,13.7%,-4.7%,5.5%,1.4%,-0.2,19.6%
CC(=O)c1c(O)n(-c2cccc(Cl)c2)c(=O)[nH]c1=O (tested in a mixture with another compound),9.5,0.5,12.5%,-2.1%,7.2%,-26.2%,-0.3,-18.4%
Cc1cccc(-n2c(O)c(/C=N/NC(=O)c3ccncc3)c(=O)[nH]c2=O)c1,-17.8,-2.0,9.6%,-9.8%,2.7%,-2.3%,-4.9,5.9%
COC(=O)C1=C(c2cc3ccccc3s2)C[C@@H]2CC[C@H]1N2C(=O)NCCNC(C)=O,-4.8,-0.8,-9.6%,6.7%,0.4%,-2.7%,-0.2,-5.3%
Cn1cccc1C1CCCN1CC(=O)Nc1ccc(C#N)c(Cl)c1 (stereo not drawn),5.0,-4.5,0.1%,-7.9%,1.3%,-2.7%,0.0,-6.3%
COC(=O)C1=C(c2c(C)noc2C)C[C@@H]2CC[C@H]1N2C(=O)NCCNC(C)=O,2.4,0.6,-3.7%,3.2%,2.4%,-1.7%,0.7,3.1%
COCCn1c(O)c(/C=N/NC(=O)CSC(=S)N2CCCC2)c(=O)[nH]c1=S,?,-2.7,-6.6%,-10.9%,4.0%,3.9%,0.0,-8.8%
CCC(=O)OC(Cc1ccccc1)(c1ccccc1)C(C)CN(C)C (stereo not drawn),4.6,1.0,5.0%,-11.9%,12.4%,5.1%,0.3,8.5%
O=C(Cn1ncn2c(cc3cc(F)ccc32)c1=O)N1CCC2(CC1)OCCO2,-1.6,0.5,12.6%,?,1.7%,1.1%,-1.5,-16.7%
NP(=O)(OCC(F)(F)F)Oc1ccccc1 (stereo not drawn),nt,-3.4,-1.9%,-10.9%,8.5%,-2.9%,-0.6,6.4%
Cc1ccc(-n2c(C)cc(/C=C3/C(=O)NC(=O)N(Cc4ccco4)C3=O)c2C)cc1,-12.9,-2.1,12.3%,?,-3.6%,-12.6%[11.6 µM],0.3,?
CC[N+]12CCC(CC1)C(=C(c1ccccc1)c1ccccc1)C2,3.6,-1.6,7.5%,-20.7%,7.3%,-7.4%,0.8,-6.4%
CC12CN3CC(C)(CN(C1)C31CCSCC1)C2=O,2.8,-0.4,-1.6%,-0.4%,2.2%,-1.9%,0.4,9.0%
CCCCCn1c(=O)c(C(=O)NCCc2ccccc2)c(O)c2ccccc21,2.9,-0.8,-0.2%,1.0%,-0.7%,-14.9%,0.1,0.1%
O=C1CC(=O)N(c2cccc(F)c2)C(=O)N1,-6.6,-1.9,-9.4%,-6.4%,0.6%,2.8%,0.9,-4.2%
CCCCn1c(=O)c(C(=O)Nc2ccccc2N)c(O)c2ccccc21,-7.6,-1.9,-3.0%,-5.4%,-8.7%,3.9%,1.0,-3.3%

# Compounds shown so far that have an aryl methoxy group:
SMILES,PI5P4K alpha inh,CCT modulator,EPAC1 ag,PLK1 PBD inh,EPAC2 ag,WRN helicase inh,IL2 activator,EPAC1 antagonist
COc1cccc(C2CC3C(=O)C=CC2N3Cc2ccccc2)c1 (stereo not drawn),-6.8,-2.3,12.7%,-18.5%,?,-32.4%[57.1 µM],0.9,12.9%
COc1ccc(C2CC(c3c(O)n(CCc4ccccc4)c(=O)[nH]c3=O)=NN2)cc1OC (stereo not drawn),?,0.7,1.8%,-12.7%,4.5%,-19.9%,0.5,?

# Some entries already given, reduced to CCT modulator.
canonical_smiles	CCT modulator
CC[N+]12CCC(CC1)C(=C(c1ccccc1)c1ccccc1)C2	-1.6
CC12CN3CC(C)(CN(C1)C31CCSCC1)C2=O	-0.4
CCCCCn1c(=O)c(C(=O)NCCc2ccccc2)c(O)c2ccccc21	-0.8
O=C1CC(=O)N(c2cccc(F)c2)C(=O)N1	-1.9

# Continuation.
SMILES,PI5P4K alpha inh,CCT modulator,EPAC1 ag,PLK1 PBD inh,EPAC2 ag,WRN helicase inh,IL2 activator,EPAC1 antagonist
CN1CCCC2c3ccccc3CCC21 (stereo not drawn),-6.2,-1.7,-1.7%,-12.2%,1.9%,-6.8%,-1.8,-1.4%
CN(C)C1(CNC(=O)c2cc(S(=O)(=O)N3CCOCC3)c(Cl)cc2Cl)CCCCC1,-1.9,-1.8,0.5%,-5.2%,5.5%,4.5%,-3.9,14.3%
Cc1ccc(OP(=O)(Nc2cccc(C)c2)Oc2ccc(C)cc2)cc1,17.9,-1.4,0.5%,-14.4%,9.1%,-6.2%[57.1 µM],0.8,-18.0%
CC(=Nc1ccc2c(c1)CCC2)c1c(O)n(-c2ccccc2)c(=O)[nH]c1=O,-15.6,-1.1,-2.6%,2.4%,-0.9%,-6.0%,0.3,4.5%
CCC(C)n1c(O)c(/C=N/Nc2ccccc2)c(=O)[nH]c1=S (stereo not drawn),0.6,-0.5,-5.7%,-10.2%,-0.3%,-10.3%,-0.3,-11.2%
COc1ccc2c(c1)c(C(=O)O)c(C)n2CC(C)C,nt,0.8,-8.8%,-2.1%,7.8%,2.0%,-0.5,14.9%
COC(=O)C1=C(c2ccc(OCc3ccccc3)cc2)C[C@@H]2CC[C@H]1N2C(=O)NCCN1CCOCC1,-0.2,0.0,-23.7%,-24.5%,3.5%,-35.9%,-2.7,-7.5%
FC(F)(F)/C(=N\P(=S)(N1CCOCC1)N1CCOCC1)N1CCOCC1,nt,0.6,5.0%,-5.8%,0.8%,2.4%,7.7,2.5%
C=C(CC1CC(O)[C@]2(C)OC3CC4OC5C[C@]6(C)O[C@]7(C)CCC8OC9C[C@]%10(C)OC%11C(C)=CC(=O)OC%11CC%10OC9C[C@@H](C)C8OC7CC6O[C@]5(C)C/C=C\C4OC3CC2O1)C(=O)O (stereo partly drawn),0.2,-1.6,0.4%,-2.6%,-11.0%,5.4%,0.1,-14.5%
Oc1ccc2c3c1OC1c4[nH]c5ccccc5c4C[C@@]4(O)C(C2)N(CC2CC2)CC[C@]314 (stereo partly drawn),6.9,-0.1,-24.5%,-7.6%,5.4%,-7.0%,0.2,-5.7%
Fc1ccc(N2CCN(Cc3cc4c(cc3Br)OCO4)CC2)cc1,-3.4,1.1,16.2%,-11.3%,9.6%,-33.0%,0.7,-3.9%
O=C(c1ccc2c(c1)OCO2)C1CCCN(Cc2ccc(F)c(F)c2)C1 (stereo not drawn),6.0,-2.3,0.7%,-0.4%,5.0%,-20.2%,-6.4,-2.3%
COc1ccc(C=C2C(=O)NC(=S)NC2=O)cc1,-64.4*,-0.6,4.4%,9.47µM*,-1.5%,50.1µM*,-0.4,-13.9%
CN1C[C@@H]2C[C@@H](c3cccn3-c3ccccn3)N3CCC[C@@]23C1=O,-1.6,-4.0,-6.9%,-5.2%,-3.1%,-5.4%,-3.1,-5.8%
C=CC1CN2CCC1CC2c1[nH]c2ccccc2c1CCO (stereo not drawn),-2.5,1.4,3.0%,-11.0%,-3.1%,10.0%,0.0,-8.6%
O=[N+]([O-])c1ccc(NC2CCCC2)c2ccncc12,0.8,-0.2,-3.8%,-2.7%,-4.9%,1.6%[57.1 µM],0.4,5.8%
O=C(Cc1ccccc1)Oc1cccc(N2C(=O)CCC2=O)c1,1.6,1.1,0.0%,-8.1%,-3.1%,2.7%,-0.4,-6.2%
Cc1nn(Cc2ccc(Cl)cc2Cl)c(Cl)c1C(=O)O,-20.6,-0.1,-12.5%,-12.0%,-0.5%,-9.5%,-0.6,-22.4%
Cc1ccc(S(=O)(=O)N2Cc3cnnn3-c3ccccc3C2C#N)cc1 (stereo not drawn),-0.7,-0.4,-1.3%,-3.1%,3.5%,1.0%,-0.1,-23.6%
COc1ccccc1Cn1c(SCC#N)nc2cc(C(=O)N3CCC4(CC3)OCCO4)ccc2c1=O,0.6,-4.2,4.4%,-9.3%,1.4%,-6.7%,-1.8,-7.7%
